Source: PubChem
Redox H2O2 prof = compounds producing H2O2 with reducing agent – biochemical, NIH compound library profiling, artefact control for MLSCN library redox annotation, primary screen; DTT-dependent redox cycling H2O2, phenol red/HRP absorbance; 100% = 100 µM peroxide control, 0% = buffer; activation, % at 10 µM; 0.03% of 200,000 active; AID 878, 2007;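 active means activation of at least 50% relative to the plate's high and low controls in the primary single-dose screen; inactive means activation below 50%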;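 further: compound incubated with DTT at 0.8 mM final as the reducing agent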
PPARg SRC-1 ag = PPARgamma agonists recruiting SRC-1 coactivator, primary screen, biochemical; PPARgamma-SRC-1 coactivator recruitment biochemical assay; activation, % at 8 µM; Peroxisome proliferator-activated receptor gamma (Homo sapiens), P37231; 0.41% of 200,000 active; in the data active means activation above about 19%;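 further: 0% = DMSO and 100% = reference agonist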
Target sequence (P37231 whole entry, looked up): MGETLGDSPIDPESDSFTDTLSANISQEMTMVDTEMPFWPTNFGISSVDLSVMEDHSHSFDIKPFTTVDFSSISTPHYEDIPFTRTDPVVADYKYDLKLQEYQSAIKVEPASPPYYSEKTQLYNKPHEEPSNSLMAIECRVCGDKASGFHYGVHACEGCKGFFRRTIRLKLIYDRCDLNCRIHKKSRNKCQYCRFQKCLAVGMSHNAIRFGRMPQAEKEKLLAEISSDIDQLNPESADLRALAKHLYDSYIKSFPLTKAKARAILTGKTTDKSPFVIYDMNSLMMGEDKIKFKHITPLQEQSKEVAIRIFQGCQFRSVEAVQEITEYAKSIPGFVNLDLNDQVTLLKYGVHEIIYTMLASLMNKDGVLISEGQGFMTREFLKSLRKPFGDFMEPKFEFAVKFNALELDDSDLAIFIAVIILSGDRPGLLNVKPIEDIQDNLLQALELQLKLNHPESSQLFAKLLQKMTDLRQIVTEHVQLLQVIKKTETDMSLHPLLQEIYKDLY
ROMK primary = ROMK potassium channel modulators, primary screen, cell-based, thallium flux, MLSMR library; 2% of 130,000 active; B-score at 10 µM; ATP-sensitive inward rectifier potassium channel 1 (Homo sapiens), P48048; Tet-inducible ROMK, thallium flux fluorescence; actives lie on both sides; AID 1918, 2009;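 active means signal ratio slope over the read window, or its plate-corrected B-score, at least 3 SD from the plate mean, either direction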;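 further: B-score of the F/F0 ratio slope over 7 to 12 s after thallium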
PPARg SRC-3 ag = PPARgamma agonists recruiting SRC-3 coactivator, primary screen, biochemical; Peroxisome proliferator-activated receptor gamma (Homo sapiens), P37231; biochemical PPARgamma/SRC-3 coactivator recruitment assay; activation, % at 8 µM; 0.26% of 200,000 active; in the data active means activation above about 23%;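 further: 0% = DMSO and 100% = reference agonist; some compounds past the cut are filed as inactive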
S1P3 antag = S1P3 receptor antagonists, primary screen, cell-based | 0.27% of 170,000 active | inhibition, % at 4.98 µM | Sphingosine 1-phosphate receptor 3 (Homo sapiens), Q99500 | CHO S1P3 NFAT-BLA reporter, FRET fluorescence, antagonist mode | AID 485, 2006;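 active means inhibition above the plate cutoff, the mean inhibition of test wells on that plate plus 3 SD, cut at about 28% in these data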;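 further: cells challenged with S1P at its EC80 of 0.8 µM; blue over green emission ratio from cleaved BLA substrate after 4 h stimulation; 0% = S1P-stimulated wells and 100% = unstimulated DMSO-only wells; some compounds past the cut are filed as inactive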
Target sequence (Q99500 whole entry, looked up): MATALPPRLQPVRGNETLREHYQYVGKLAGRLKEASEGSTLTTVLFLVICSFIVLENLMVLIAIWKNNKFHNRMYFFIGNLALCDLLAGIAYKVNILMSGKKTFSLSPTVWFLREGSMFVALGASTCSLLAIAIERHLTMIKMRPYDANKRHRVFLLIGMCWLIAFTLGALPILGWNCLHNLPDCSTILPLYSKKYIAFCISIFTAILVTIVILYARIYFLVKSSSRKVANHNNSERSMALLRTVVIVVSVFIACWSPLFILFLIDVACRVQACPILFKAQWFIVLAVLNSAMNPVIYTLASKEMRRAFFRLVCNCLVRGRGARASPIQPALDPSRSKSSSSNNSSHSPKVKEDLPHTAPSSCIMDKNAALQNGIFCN
PPARg SRC-2 ag = agonists of PPARg-SRC-2 recruitment, primary screen, biochemical, HTS | Peroxisome proliferator-activated receptor gamma (Homo sapiens), P37231 | 0.34% of 200,000 active | activation, % at 8 µM | PPARgamma LBD-SRC-2 recruitment; in the data active means activation above about 22%;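 further: 0% = vehicle and 100% = reference agonist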
Lmaj promast = Leishmania major promastigote growth inhibition, primary screen; 9% of 200,000 active; Leishmania major promastigotes, resazurin fluorescence viability; inhibition, % at 10 µM; in the data active means inhibition above about 50%;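 further: promastigotes grown with compound for 44 hours at 28 °C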
TLR4 MyD88 comp = inhibitors of TLR4-MyD88 association in cells, primary screen, cell-based, HeLa CL3-4, BLA complementation, FRET ratio; Toll-like receptor 4 (Homo sapiens) + Myeloid differentiation primary response protein …; HeLa CL3-4 TLR4/MyD88 BLA complementation; inhibition, % at 8.4 µM; 0.18% of 200,000 active; in the data active means inhibition above about 25%;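 further: 0% = vehicle and 100% = reference inhibitor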
bIAP inhibitor = bovine intestinal alkaline phosphatase inhibitors, primary screen, selectivity assay for TNAP inhibitor project, biochemical, bovine IAP, CDP-star luminescence. 190,000 tested, under 10 active. purified bovine IAP, 30 min. inhibition, % at 20 µM;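 active means over 50% inhibition of intestinal alkaline phosphatase at 20 µM in the single-dose screen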
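Assay system: bovine IAP enzyme; medium: DEA buffer 100 mM, pH 9.8, with MgCl2 1.0 mM, ZnCl2 0.02 mM; doses: 20 µM single dose; incubation: enzyme reaction for 30 min at room temperature; detection: CDP-star luminescence signal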
bIAP activator = bovine intestinal alkaline phosphatase activators, primary screen, biochemical, bovine IAP, CDP-star luminescence. alkaline phosphatase, intestinal [Bos taurus]. purified bovine IAP, 30 min; stronger effect = higher value; fold of DMSO-control signal, blank-subtracted. activation factor at 20 µM. 0.17% of 200,000 active;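 active means activation factor of 2 or more at 20 µM, a signal rise over negative controls twice the positive control's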
TR-FRET SRC-2 ct = TR-FRET signal artefacts, primary screen, artefact control for PPARgamma SRC-2 agonist project, biochemical | TR-FRET artefact counter-screen; stronger effect = higher value | TR-FRET ratio at 8 µM | 0.4% of 200,000 active | AID 1049, 2008; in the data active means TR-FRET ratio above about 2000; further: inactives centre near 1500
Starred values were filed as active, the others as inactive; x = not tested or not shown.

SMILES	Redox H2O2 prof	PPARg SRC-1 ag	ROMK primary	PPARg SRC-3 ag	S1P3 antag	PPARg SRC-2 ag	Lmaj promast	TLR4 MyD88 comp	bIAP inhibitor	bIAP activator	TR-FRET SRC-2 ct
CCN(CC)C(=O)COc1ccc(/C=C(\C#N)S(=O)(=O)c2ccccc2)cc1OC	-0.4	6	-0.11	5	10	11	-7	-15	2	1	1651
CC1=NN(c2ccccc2)C(=O)/C1=C/c1cc2cc(C)ccc2nc1N1CCCCC1	0.8	-6	x	3	x	9	90*	-5	23	0.8	1807
CC1(C)CC(=O)C(CC2=C(O)CC(C)(C)CC2=O)C(=O)C1	0.3	-5	-0.23	-7	-12	-1	-4	2	1	1	1350
CN(C(=O)Nc1ccc(Cl)c(Cl)c1)c1ccccc1C(=O)O	-0.3	0	0.088	-2	-4	8	-5	5	2	1	1554
Cc1ccc(C(=O)C(O)C(c2ccc(C)cc2)N2CCCCC2)cc1 (stereo not drawn)	-1.9	-6	-0.048	0	-4	-1	9	4	16	0.8	1525
CC1CCN(C(=O)C2CCN(S(=O)(=O)c3cccc4nonc34)CC2)CC1	-5.3	-4	x	14	x	12	-1	1	2	1	1795
CCC(=O)Nc1c(OC(=O)CC)ccc2c(C)cc(=O)oc12	-1.3	-1	x	2	-7	5	-6	3	3	1	1657
CCOC(=O)C1=C(C)NC(=O)C(C#N)C1c1ccco1 (stereo not drawn)	2.7	2	x	-4	6	9	-8	3	-1	1	1640
C/C(=N\NC(=O)Cc1c(C)[nH][nH]c1=O)c1ccc2ccccc2c1	-0.3	-1	x	-2	-14	4	-5	11	4	1	1716
CCOc1ccc(NC(=O)C2CC(=O)N3CCCN=C3S2)cc1 (stereo not drawn)	2.1	-3	x	-3	16	-5	-2	5	3	1	1336
CCNC(=S)NNC(=O)c1ccc(=O)n(Cc2ccccc2)c1	-2.3	-1	-0.0014	5	-25	5	-7	-11	-28	1.3	1614
COc1ccc(CNC(=O)CCCn2c(SCC#N)nc3cc4c(cc3c2=O)OCO4)cc1	1.1	4	x	6	x	-3	0	-2	-7	1.1	1590

Part of the list above, as a markdown table:
| SMILES | Redox H2O2 prof | PPARg SRC-1 ag | ROMK primary | PPARg SRC-3 ag | S1P3 antag | PPARg SRC-2 ag | Lmaj promast | TLR4 MyD88 comp | bIAP inhibitor | bIAP activator | TR-FRET SRC-2 ct |
| --- | --- | --- | --- | --- | --- | --- | --- | --- | --- | --- | --- |
| CCN(CC)C(=O)COc1ccc(/C=C(\C#N)S(=O)(=O)c2ccccc2)cc1OC | -0.4 | 6 | -0.11 | 5 | 10 | 11 | -7 | -15 | 2 | 1 | 1651 |
| CC1=NN(c2ccccc2)C(=O)/C1=C/c1cc2cc(C)ccc2nc1N1CCCCC1 | 0.8 | -6 | x | 3 | x | 9 | 90* | -5 | 23 | 0.8 | 1807 |
| CCC(=O)Nc1c(OC(=O)CC)ccc2c(C)cc(=O)oc12 | -1.3 | -1 | x | 2 | -7 | 5 | -6 | 3 | 3 | 1 | 1657 |

(list continues)
SMILES	Redox H2O2 prof	PPARg SRC-1 ag	ROMK primary	PPARg SRC-3 ag	S1P3 antag	PPARg SRC-2 ag	Lmaj promast	TLR4 MyD88 comp	bIAP inhibitor	bIAP activator	TR-FRET SRC-2 ct
CN(C)C(=O)COC(=O)[C@H](Cc1ccccc1)NC(=O)c1ccco1	2.8	0	0.025	-3	x	3	-1	11	10	0.9	1464
Cn1c(=O)c2c(nc(NCc3ccccc3)n2C)n(C)c1=O	-0.5	11	0.15	11	10	0	-1	6	1	1	1700
O=C(Cn1cc(C(=O)c2ccco2)c2ccccc21)NCc1ccco1	10	1	x	6	x	5	-2	3	8	0.9	1488
O=C(CNC(=O)c1ccccc1)NCC(=O)OCC(=O)c1ccc(F)cc1	-0.8	4	0.073	1	16	7	-3	-3	-4	1	1373
C/C(=N\N=C(N)N)c1cc(Cl)ccc1Cl	-0.9	7	0.29	5	6	4	28	10	1	1	1359
COC(=O)c1ccc(C(NC(=O)c2cccnc2)NC(=O)c2cccnc2)cc1	-2.5	6	0.38	2	-3	7	-3	-10	3	1	1485
CCOc1ccc(S(=O)(=O)NCc2ccccc2)cc1C(N)=O	-0.9	9	0.72	2	-15	10	1	-10	-1	1	1708
CCOC(=O)N1CCC(n2c(SCC(=O)N3CCC(C)CC3)nc3ccccc3c2=O)CC1	1.4	5	x	0	x	-10	23	4	1	1	1331
CCOC(=O)C1=C(C)NC(=O)NC1c1ccc(-c2ccc(F)cc2)o1 (stereo not drawn)	-1.0	14	-1.2	3	7	3	10	5	12	0.9	1723
CC(OC(=O)C1CC(O)CN1S(=O)(=O)c1ccccc1[N+](=O)[O-])C(=O)N1CCCCC1 (stereo not drawn)	0.1	-2	0.27	3	-7	3	-5	-13	-9	1.1	1459
O=C(CSc1nnc(-c2cnccn2)n1Cc1ccco1)c1ccccc1	0.0	-8	x	7	-14	-1	3	9	7	0.9	1396
FCCCOc1ccc(-c2nccc(-c3ccc(Br)cc3)n2)cc1	-1.1	-3	x	3	x	8	-8	-4	7	0.9	1813
CCN(CC)S(=O)(=O)c1ccc(=O)[nH]c1	-1.7	-9	0.085	-1	0	3	-1	6	-7	1.1	1376
CCOC(=O)C(OC(=O)c1sc(=S)n(C)c1C)C(C)=O (stereo not drawn)	1.8	0	0.95	4	x	-15	3	6	-21	1.2	1548
CC(=O)c1cccc(NC(=O)C(OC(=O)c2cccs2)c2ccccc2)c1 (stereo not drawn)	0.1	-1	-1.3	3	-12	-5	29	-4	-10	1.1	1673
O=[N+]([O-])C1=C(Nc2cccc3ccccc23)CS(=O)(=O)C1	0.0	-3	0.31	0	x	2	-2	0	0	1	1468
O=C(N/N=C/c1cccc(C(F)(F)F)c1)c1cc2c(s1)-c1ccccc1CC2	2.9	5	x	-1	x	2	-11	-2	8	0.9	1564
O=c1[nH][nH]c(C(F)(F)F)c1C=NCc1ccccc1Cl	-3.5	5	x	2	x	-2	-5	6	2	1	1437
O=C(c1cccs1)[C@@H]1[C@@H]2C(=O)N(Cc3ccc4c(c3)OCO4)C(=O)[C@@H]2C2c3ccccc3C=CN21 (stereo partly drawn)	-7.6	5	x	13	x	16	88*	-11	7	0.9	1633
Cc1cccc(-c2nc(CS(=O)CC(=O)N3CCN(C)CC3)c(C)o2)c1 (stereo not drawn)	-0.6	-4	x	-4	-42	-10	8	-13	10	0.9	1565
COC(=O)[C@@H](NC(=O)NCc1ccc(F)cc1)C(C)C	1.2	2	x	0	x	10	-5	16	13	0.9	1533
O=C(CC1NCCNC1=O)Nc1ccc(Oc2ccccc2)cc1 (stereo not drawn)	0.7	0	x	12	10	6	-6	-18	-8	1.1	1736
C=C(C)c1cccc(C(C)(C)NC(=O)Nc2ccc(Cl)cn2)c1	0.4	0	x	5	3	4	23	-6	47	0.5	1622
COc1cccc(S(=O)(=O)NCc2ccc(C(=O)NCC3CCCO3)cc2)c1 (stereo not drawn)	2.1	6	x	-2	2	5	-5	-3	11	0.9	1430
COc1ccc(OC)c(NC(=O)CSCc2cnn(-c3ccccc3)c2-n2cccc2)c1	1.5	-7	x	-13	-17	-6	11	2	5	0.9	1445
COc1cc(C(=O)NCc2nnc(SCC(=O)N3CCOCC3)o2)cc(OC)c1OC	-0.8	1	0.22	6	1	6	-7	-6	-6	1.1	1779
CCN1CCn2c1nc(N1CCOCC1)nc2=O	0.9	-1	-0.0044	-1	19	-3	0	1	14	0.9	1447
O=C(CSc1nc2ccccc2c(=O)n1-c1ccc(F)cc1F)Nc1ccc(N2CCOCC2)cc1	0.0	-2	-0.0076	-4	-10	-6	40	11	-5	1.1	1265
COC(=O)c1cccc(N2C(=O)c3cccnc3C2=O)c1	0.2	-2	0.9	1	1	1	1	-7	2	1	1331
Cc1onc(-c2ccccc2Cl)c1C(=O)N1CCc2ccccc2C1	0.1	2	-1.1	-1	x	2	96*	-10	4	1	1547
Cc1ccc(C2OC(=O)c3ccccc32)cc1 (stereo not drawn)	-0.3	6	0.38	4	7	2	-5	-4	4	1	1510
Cn1nnnc1SCC(=O)Nc1cc(S(=O)(=O)N2CCCC2)ccc1Cl	-0.8	3	0.053	1	-22	15	-3	-2	-7	1.1	1756
Cc1ccc(S(=O)(=O)n2nc(C)c(Br)c2C)c(C)c1C	1.2	1	0.02	6	3	3	-1	-11	-2	1	1540
CCOC(=O)c1sc(Nc2nc3c(F)cccc3s2)cc1C	0.1	-1	0.057	2	5	-5	78*	-1	19	0.8	1473
CC(=O)c1cnn(-c2nc3c(C)cccc3s2)c1C	0.1	11	-0.94	-2	x	4	-2	-3	1	1	1624
COc1cc(NS(=O)(=O)c2ccc(NC(=O)/C(=C/c3ccccc3Cl)NC(=O)c3ccccc3)cc2)nc(OC)n1	0.2	4	-0.32	-2	-3	-2	-8	-19	1	1	1491
O=C(O)/C=C\C(=O)Nc1ccccc1C(=O)N1CCN(c2ccc(Cl)cc2)CC1	0.4	-4	0.97	-13	x	1	-6	6	-6	1.1	1421
CC(C)Cc1cc(-c2ccco2)c(C#N)c(N)n1	-0.2	-3	-0.14	10	-6	-4	-2	1	2	1	1586
C#CCOCCOCCOCCNc1nc(N2CCN(C(=O)[C@H](CCC(=O)O)n3cc(C(N)CO)nn3)CC2)nc(N2CCN(C(=O)[C@H](Cc3cc4ccccc4[nH]3)n3cc(C(N)[C@H](C)CC)nn3)CC2)n1 (stereo partly drawn)	-1.7	3	x	2	-14	10	1	6	-38	1.4	1715
CCCCC(=O)Nc1cccc(NC(=S)NC(C)=O)c1	0.6	12	x	2	-15	2	-3	-4	12	0.9	1513
Cc1ccc(-c2c(C#N)c(N)n3c(nc4ccccc43)c2C#N)cc1	2.3	-4	x	-1	x	1	11	5	-1	1	1407
COc1ccc(Cl)cc1NC(=O)[C@@H]1CCCN1C(=O)c1cccs1	0.3	-4	x	3	-8	2	-3	-6	4	1	1513
CCCCCCCCOC(=O)/C=C/c1c(C)[nH]c(=O)[nH]c1=O	-0.1	4	0.31	0	-1	1	93*	-18	0	1	1537
O=C1C2CC=C(Cl)CC2C(=O)N1CC1Cc2ccccc2CO1 (stereo not drawn)	-0.8	3	x	2	2	-7	-6	6	-5	1.1	1475
CCc1ccc(OCC(=O)NNC(=O)c2cc3ccccc3o2)cc1	0.0	6	-0.011	5	-1	2	-5	1	-4	1	1558
Cc1cccn2c(CNCCCn3ncc4ccccc43)c(C(=O)N3CCCCC3)nc12	-0.1	-5	-0.85	-8	-12	5	0	17	-6	1.1	1471
CN(C)c1ccc(NS(=O)(=O)c2cc(Cl)ccc2Cl)cc1	0.2	8	-0.25	7	-2	4	64*	-7	13	0.9	1550
